Screening data: PubChem, several laboratories
MCL1 BIM primary: disrupts human MCL1 binding to BIM-BH3 peptide | inhibition, % at 10.9 µM | GST-MCL1 / FITC-Bim-BH3 fluorescence polarization | hit rate 0.68% among 320,000 | AID 2057;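 active means inhibition above the mean inhibition of all tested compounds plus 3 SD, set per campaign, cut at about 40% in these data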;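 further: 0% = DMSO wells and 100% = unlabeled Bim-BH3 peptide control; higher means more loss of mP so more displacement of Bim peptide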
Target sequence (Q07820 whole entry, looked up): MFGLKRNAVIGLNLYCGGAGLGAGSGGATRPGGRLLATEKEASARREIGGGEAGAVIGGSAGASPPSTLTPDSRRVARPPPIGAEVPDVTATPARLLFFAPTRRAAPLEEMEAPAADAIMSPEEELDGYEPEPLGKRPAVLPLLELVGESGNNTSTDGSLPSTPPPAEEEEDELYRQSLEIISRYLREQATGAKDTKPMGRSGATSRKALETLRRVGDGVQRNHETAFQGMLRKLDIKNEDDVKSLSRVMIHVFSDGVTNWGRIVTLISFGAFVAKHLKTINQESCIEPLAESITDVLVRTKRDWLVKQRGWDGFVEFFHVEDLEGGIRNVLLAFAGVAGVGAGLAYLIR
Fam108B counter: Fam108B inhibition, counter-screen for RBBP9 inhibitors; recombinant Fam108B, FP-Rh probe fluorescence polarization; inhibition, % at 9.51 µM; hit rate 0.33% among 300,000; AID 1947;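 active means inhibition above the screen mean inhibition plus 3 SD, computed separately per campaign, cut at about 18% in these data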;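 further: inhibitors lower polarization as less probe binds the enzyme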
Yeast superoxide: lowers age-related superoxide in aged yeast cells | S. cerevisiae aged cells, superoxide DHE fluorescence; hits give low values | superoxide response (% of plate mean), % at 10 µM | hit rate 0.18% among 330,000;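 active means superoxide response under a set limit, about three screen SD below normal, cut at about 65% in these data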;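 further: yeast aged for seven days with compound at 30 °C before DHE staining; 100% = average MFI of all compound-treated wells on the plate with controls excluded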
MEX-5 binding: C. elegans MEX-5 TCR-2 RNA binding activity | hit rate 0.38% among 300,000 | MEX-5/FITC-TCR2 RNA binding, fluorescence polarization; hits give low values | Q9XUB2 | activity score (negative = inhibition of binding), % at 10 µM | AID 1832;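 active means inhibition past about -25% in most replicates, and total fluorescence under double the plate's negative control median, limit read from the data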;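 further: 0% = DMSO and -100% = 5 µM competing unlabeled TCR2 RNA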
Target sequence (Q9XUB2 whole entry, looked up): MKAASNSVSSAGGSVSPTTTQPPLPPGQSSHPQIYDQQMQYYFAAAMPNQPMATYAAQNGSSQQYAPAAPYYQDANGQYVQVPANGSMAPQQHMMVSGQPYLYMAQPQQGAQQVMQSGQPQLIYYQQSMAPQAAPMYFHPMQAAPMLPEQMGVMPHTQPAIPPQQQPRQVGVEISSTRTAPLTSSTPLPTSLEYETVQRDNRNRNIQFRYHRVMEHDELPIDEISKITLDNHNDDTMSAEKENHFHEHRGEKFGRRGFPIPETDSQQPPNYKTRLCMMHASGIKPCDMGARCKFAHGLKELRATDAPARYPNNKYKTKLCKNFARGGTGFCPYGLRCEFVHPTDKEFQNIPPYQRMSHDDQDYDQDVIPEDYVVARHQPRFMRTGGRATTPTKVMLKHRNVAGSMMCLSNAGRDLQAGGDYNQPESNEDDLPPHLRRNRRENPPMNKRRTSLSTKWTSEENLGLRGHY
Efflux pump mplx: inhibitors of Candida antifungal efflux pumps expressed in yeast. S. cerevisiae Candida pump triplex, Nile Red efflux. inhibition, % at 10 µM. hit rate 0.44% among 330,000. AID 485275;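 active means plate passing quality check with inhibition over a set limit, or well fluorescence over plate mean plus 4 SD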;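 further: Nile Red retained in pooled yeast measured as flow cytometry median fluorescence; 0% = buffer negative control and 100% = Enniatin B positive control; higher means more Nile Red kept so more efflux inhibition; some compounds called inactive have numbers as strong as hits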
EBNA-1 inh: blocks EBNA-1 binding to DNA; EBNA-1 DNA binding, fluorescence polarization; AID 1950; hit rate 0.34% among 300,000; inhibition, % at 14.8 µM; in the data active means inhibition above about 28%
GLD-1 RNA inh: GLD-1-TGE RNA interaction inhibition (C. elegans); Q17339; hit rate 0.44% among 320,000; purified GLD-1 + fluorescein TGE RNA, fluorescence polarization; inhibition, % at 5.96 µM;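 active means percent inhibition above a per-plate cutoff, the plate mean of test compounds plus 3 SD, cut at about 30% in these data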;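 further: 0% = DMSO wells with GLD-1 and probe and 100% = wells lacking GLD-1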
ZTA DNA inh: blocks Epstein-Barr virus ZTA, an EBNA-1 counter-screen; AID 2234; inhibition, % at 11 µM; hit rate 0.15% among 320,000; P03206; ZTA-DNA binding, fluorescence polarization; in the data active means inhibition above about 33%
Target sequence (P03206 whole entry, looked up): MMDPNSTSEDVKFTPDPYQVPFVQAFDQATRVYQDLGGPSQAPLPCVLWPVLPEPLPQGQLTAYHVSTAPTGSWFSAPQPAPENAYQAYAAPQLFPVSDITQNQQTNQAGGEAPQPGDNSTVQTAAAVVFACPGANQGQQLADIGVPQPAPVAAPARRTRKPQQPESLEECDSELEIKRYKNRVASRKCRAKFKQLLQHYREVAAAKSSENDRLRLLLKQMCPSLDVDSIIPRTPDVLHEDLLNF
BCLXL inh: Bcl-xL (human) inhibition | hit rate 0.7% among 320,000 | GST-Bcl-xL / FITC-Bim BH3 peptide fluorescence polarization | inhibition, % at 10.9 µM;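 active means inhibition above the mean of all tested compounds plus 3 SD, cutoff set per campaign, cut at about 30% in these data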;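 further: 0% = DMSO wells and 100% = unlabeled Bim-BH3 peptide competitor; inhibitors lower millipolarization by displacing the labeled peptide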
* = called active by the depositor; . = not tested or not shown. Outcome played no part in choosing rows. Share with any hit: about 2.3%.

SMILES	MCL1 BIM primary	Fam108B counter	Yeast superoxide	MEX-5 binding	Efflux pump mplx	EBNA-1 inh	GLD-1 RNA inh	ZTA DNA inh	BCLXL inh
CCOCc1nnc(NC(=O)CSCc2ccccc2)s1	6	-1	101	-2.6	0.0	12	-5	-3	6
Cc1cc(-n2c(C)cc(C(=O)CCl)c2C)no1	7	-1	118	3.0	0.1	-9	-1	4	11
CC(C)CN1CCC(C(=O)NCC2CCCO2)CC1 (centres undefined)	4	0	112	-3.4	0.1	8	7	4	2
CN(C)[C@@H](CO)c1nnc([C@H](Cc2ccc(O)cc2)NC(=O)C2CCNCC2)o1	2	-1	101	-2.8	-0.1	-6	7	8	5
N#Cc1c(/N=C/c2ccccc2)oc(-c2ccccc2)c1-c1ccccc1	4	-2	104	-3.9	0.1	1	7	0	-3
COCCNC(=O)CN1C(=O)CSc2cc(S(=O)(=O)N3CCCCCC3)ccc21	5	-7	96	3.0	-0.1	1	3	0	1
CC(=O)c1cccc(NC(=O)N2C3CCC2CC(NC(=O)Nc2ccccc2)C3)c1 (centres undefined)	-2	-3	99	-2.9	0.0	4	5	-2	-2
Cn1cnc2c1c(=O)n(Cc1ccc(Cl)cc1Cl)c(=O)n2C	-2	1	104	0.6	0.0	7	-7	-1	2
Cc1cc2c(cc1S(=O)(=O)N(C)Cc1ccccc1)OCC(=O)N2	0	2	115	-0.5	0.0	-10	-9	12	-1
CC(C)(C)C(=O)NC1CCN(S(=O)(=O)c2cccc(C(F)(F)F)c2)CC1	7	-1	92	2.0	-0.1	-8	3	-10	8
CCc1c(C)sc(NC(=O)c2noc(C)c2[N+](=O)[O-])c1C#N	4	0	113	-0.6	-0.1	7	-1	5	2
CC(=O)c1ccc(Nc2nc(=O)c3cccnc3s2)cc1	4	-2	95	2.2	0.0	13	0	7	6
Nc1ccc(C#Cc2ccc3c(=O)c4ccccc4oc3c2)cc1	-57	-3	105	-0.8	0.0	6	-15	-11	-24
COc1ccccc1C(NC(C)=O)c1cc(Cl)c2cccnc2c1O (centres undefined)	-2	4	98	-1.3	0.0	6	-1	7	8
CCOc1ccc(Br)cc1C(=O)Nc1ccc(C(=O)NCC(C)C)cc1	1	-6	101	-2.6	0.2	1	-1	-20	5
COc1ccc(Cc2nnc(N)s2)cc1OC	6	1	96	1.2	0.1	-4	4	20	2
Cc1ccccc1NC(=O)CN1C(=O)N/C(=C\c2cccn2-c2cccc(C(=O)O)c2)C1=O	28	5	96	-1.2	-0.1	-3	-7	-1	13
O=C(CN1C(=O)C(=O)N(Cc2ccccc2)C1=O)c1ccc[nH]1	-5	.	104	.	-0.1	.	-10	3	-1
COC(=O)c1c(NC(=O)CSc2nnnn2C)sc(C)c1C	4	-3	98	2.8	0.3	-6	-3	2	2
Cc1ccc(S(=O)(=O)c2nc(Cc3ccccc3)oc2N2CCOCC2)cc1	58*	.	110	.	-0.2	.	3	-1	15
NC(=O)C(c1ncc(C(F)(F)F)cc1Cl)c1c(Cl)cccc1Cl (centres undefined)	2	1	101	2.2	0.2	-6	3	-4	3
CSc1nnc(NC(=O)c2cc3ccccc3oc2=O)s1	-5	0	113	1.6	0.1	-2	2	5	-2
COCCNC(=O)Cn1nc(C)c([N+](=O)[O-])c1C	10	-1	89	-0.3	0.0	-6	0	0	8
O=C(O)CCCNS(=O)(=O)c1ccc(Br)s1	4	-5	96	-1.5	0.0	1	1	-15	6
N/C(=N\OC(=O)c1ccccc1F)c1ccc([N+](=O)[O-])cc1	-5	4	89	-1.2	-0.4	-5	-2	-5	4
CN(C)N1C(N)=C(C#N)C(c2cccnc2)C2=C1CC(C)(C)CC2=O (centres undefined)	0	1	76	-1.2	-0.1	11	2	-4	3
COc1cc(CCN2C(=O)c3cccc4cccc(c34)C2=O)c(S(=O)(=O)N2CCC(C)CC2)cc1OC	4	-7	101	1.1	1.4	-7	0	0	-2
O=C(Nc1ccc(Cl)c(Cl)c1)C1CCN(C(=O)c2ccco2)CC1	4	-2	100	-0.2	0.0	7	-5	-2	4
CC(C)COP(=O)(OCC(C)C)C(Nc1ccccc1)c1ccccc1 (centres undefined)	4	-2	73	-0.7	0.2	1	-4	2	5
CC(OC(=O)c1cccs1)C(=O)NC1CCCCC1C (centres undefined)	-2	.	86	.	-0.1	.	3	2	0

Marked active in MCL1 BIM primary, among the entries above:
smiles	MCL1 BIM primary	MEX-5 binding	Efflux pump mplx	EBNA-1 inh	GLD-1 RNA inh	BCLXL inh
Cc1ccc(S(=O)(=O)c2nc(Cc3ccccc3)oc2N2CCOCC2)cc1	58*	.	-0.2	.	3	15

Remaining list, next part.
SMILES	MCL1 BIM primary	Fam108B counter	Yeast superoxide	MEX-5 binding	Efflux pump mplx	EBNA-1 inh	GLD-1 RNA inh	ZTA DNA inh	BCLXL inh
Cc1ccc(S(=O)(=O)NCCC(=O)OCC(=O)N(Cc2ccccc2)C(C)(C)C)cc1	-13	2	97	0.3	0.1	1	1	-2	-4
O=C(CCC1CCCC1)NNC(=O)c1cc2ccccc2cc1O	16	0	111	-1.5	-0.1	4	5	7	13
Cc1cc2cc(C#N)c(N3CCOCC3)nc2cc1Cl	-1	-1	95	-4.3	-0.1	-6	6	-7	2
O=C(CCN1CCOCC1)Nc1ccc(F)cc1	6	3	98	-2.2	-0.1	11	-7	9	5
Cc1cccc(NC(=O)CCOc2ccccc2)c1	-5	-2	89	-0.7	-0.8	7	0	-4	1
Cc1cc(C)n2c(nc3ccccc32)c1C(=O)NCc1ccccc1	-3	2	92	-0.6	-0.1	12	-2	-4	2
Cc1nc2ccccc2nc1N/N=C/c1ccc(O)cc1	4	0	126	2.5	0.7	-7	0	4	6
Cn1cnc2c1c(=O)[nH]c(=O)n2C	8	-2	103	1.8	-0.1	7	8	27	10
COc1ccc(C)cc1S(=O)(=O)NC1CCCC1	-4	-1	99	0.9	0.0	-5	-2	7	3
Cc1ccccc1C(=O)O/N=C(\N)c1ccccc1	0	-1	106	0.6	0.0	1	-4	7	5

Record cards, from the list above. Order of values: MCL1 BIM primary, Fam108B counter, Yeast superoxide, MEX-5 binding, Efflux pump mplx, EBNA-1 inh, GLD-1 RNA inh, ZTA DNA inh, BCLXL inh
`Cc1cc2cc(C#N)c(N3CCOCC3)nc2cc1Cl` is listed with -1, -1, 95, -4.3, -0.1, -6, 6, -7, 2
`CN(C)[C@@H](CO)c1nnc([C@H](Cc2ccc(O)cc2)NC(=O)C2CCNCC2)o1` is listed with 2, -1, 101, -2.8, -0.1, -6, 7, 8, 5
`N#Cc1c(/N=C/c2ccccc2)oc(-c2ccccc2)c1-c1ccccc1` is listed with 4, -2, 104, -3.9, 0.1, 1, 7, 0, -3
`Cc1cccc(NC(=O)CCOc2ccccc2)c1` is listed with -5, -2, 89, -0.7, -0.8, 7, 0, -4, 1

(cont.)
SMILES	MCL1 BIM primary	Fam108B counter	Yeast superoxide	MEX-5 binding	Efflux pump mplx	EBNA-1 inh	GLD-1 RNA inh	ZTA DNA inh	BCLXL inh
Cc1cc2ccccn2c1C(=O)c1ccc([N+](=O)[O-])o1	3	4	92	0.0	-0.2	5	1	3	4
Cc1nn(CC(=O)Nc2cccnc2)c(=O)c2ccccc12	14	1	85	0.8	-0.1	11	4	5	11
N=C(N)n1c(N)nc2ccccc2c1=O	0	-5	96	3.4	0.2	-18	-1	-4	0
O=C(CCS(=O)(=O)CCN1CCOCC1)NCNC(=O)CCS(=O)(=O)CCN1CCOCC1	4	0	109	-0.1	-0.1	-11	-4	12	4
CCCC1CCc2c(sc(NC(=O)c3cccs3)c2C(N)=O)C1 (centres undefined)	-3	2	112	-1.7	0.0	0	0	7	5
O=c1ccccn1Cc1c(Cl)cccc1Cl	3	3	77	0.9	-0.5	10	2	-14	3
O=C(NCc1ccco1)N1c2ccccc2Sc2ccccc21	7	-1	91	0.1	0.0	-2	7	-11	6
COc1cc2c(cc1NC(=O)/C=C/c1ccc([N+](=O)[O-])cc1)oc1ccccc12	2	-1	93	-2.9	-0.2	10	-6	4	3
CCC(C)Sc1cc(-c2nc3ccc(C)cn3c2NCc2ccccc2)ccc1OC (centres undefined)	1	9	103	1.6	0.1	11	4	40*	2
COc1ccccc1-c1nc(-c2ccncc2)no1	8	0	142	0.4	-0.2	8	0	12	5
O=C(NCc1ccccc1)NS(=O)(=O)c1ccccc1Cl	3	0	103	1.4	0.2	-7	0	-4	7
Cc1ccccc1Nc1c(-c2ccccn2)nc2ccccn12	6	2	94	-6.6	-0.1	-1	8	-13	-5
O=C(NCCCN1CCCCC1)C1CCN(c2ncnc3c2nc2n3CCCCC2)CC1	3	2	108	0.9	-0.1	-1	3	-21	1
COc1ccc(C2CC(c3ccccc3OC(C)=O)=NN2C(=O)/C=C/c2ccccc2)cc1OC (centres undefined)	0	-8	115	-1.4	-0.1	-1	3	11	0
O=C(CSC1=NCCS1)Nc1nc2ccccc2s1	-2	-2	92	-0.1	-0.1	0	3	7	0
Cc1[nH]c2ccccc2c1C(=O)/C=C/c1ccccc1	-10	-9	104	-6.6	0.5	-14	-2	-7	-3
C=CCN1C=C2C(=O)C(C)(OC(=O)c3cccs3)C(=O)C=C2C=C1CCCC(=O)OC (centres undefined)	7	-1	110	-3.1	0.0	-6	16	4	15
COCCN(C(=O)c1snc(C(N)=O)c1N)C(C(=O)NC1CCCC1)c1cc(OC)c(OC)c(OC)c1 (centres undefined)	6	-1	99	-0.4	0.0	-15	-1	7	2
CC1CCCC(C)N1CCCNC(=O)Cn1ncc2c3ccccc3n(C)c2c1=O (centres undefined)	15	0	92	-2.3	0.1	2	-8	8	11
Cc1cc(C(=O)Nc2c(C)nn(Cc3ccccc3)c2C)on1	-7	0	98	-2.0	0.0	4	2	7	-4

A second format for some results above:
COCCN(C(=O)c1snc(C(N)=O)c1N)C(C(=O)NC1CCCC1)c1cc(OC)c(OC)c(OC)c1 (centres undefined)
  MCL1 BIM primary: 6
  Fam108B counter: -1
  Yeast superoxide: 99
  MEX-5 binding: -0.4
  Efflux pump mplx: 0.0
  EBNA-1 inh: -15
  GLD-1 RNA inh: -1
  ZTA DNA inh: 7
  BCLXL inh: 2

CC1CCCC(C)N1CCCNC(=O)Cn1ncc2c3ccccc3n(C)c2c1=O (centres undefined)
  MCL1 BIM primary: 15
  Fam108B counter: 0
  Yeast superoxide: 92
  MEX-5 binding: -2.3
  Efflux pump mplx: 0.1
  EBNA-1 inh: 2
  GLD-1 RNA inh: -8
  ZTA DNA inh: 8
  BCLXL inh: 11

Later entries:
SMILES	MCL1 BIM primary	Fam108B counter	Yeast superoxide	MEX-5 binding	Efflux pump mplx	EBNA-1 inh	GLD-1 RNA inh	ZTA DNA inh	BCLXL inh
C=CCOc1ccc(/C=C/C(=O)Nc2ccc(C(=O)NC)cc2)cc1	-37	-4	86	1.0	0.1	-14	-6	-18	-9
CCOC(=O)C1=C(COC(=O)/C=C/c2ccc(OC)c(OC)c2)NC(=O)NC1C (centres undefined)	-5	4	94	-3.9	0.1	-6	-3	11	-4
CN(CCC1CCOCC1)C(=O)CC1C(=O)NCCN1Cc1cccc(F)c1 (centres undefined)	15	3	105	-1.0	0.0	10	5	15	17
O=C(NCC1CCCN1S(=O)(=O)c1cccs1)c1ccc(F)cc1 (centres undefined)	7	-2	97	1.6	0.0	10	5	1	7
COc1ccc(C2c3[nH]c4ccccc4c3C[C@H]3C(=O)N(CC(C)C)CC(=O)N23)c(OC)c1 (some centres undefined)	15	1	99	1.4	-0.1	11	-4	-8	24
